Assay outcomes from PubChem.
hcDAF12 agonist: activators of H. contortus DAF-12 nuclear receptor | HEK293 hcDAF-12 lit1-tk-luc reporter, luminescence; 0% DMSO, 100% Δ7-dafachronic acid | activation, % at 6.8 µM | actives 1.4% (n = 370,000);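 active = activation above the mean of all tested compounds plus 3 SD, cut at about 5.5% in these data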;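 also: 100% = response to 3 µM Δ7-dafachronic acid high control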
MBD2 inh: inhibitors of human MBD2 binding to methylated oligonucleotide. Q9UBB5. TR-FRET. inhibition, % at 4.4 µM. actives 0.31% (n = 370,000); in the data active = inhibition above about 13%
Target sequence (Q9UBB5 whole entry, looked up): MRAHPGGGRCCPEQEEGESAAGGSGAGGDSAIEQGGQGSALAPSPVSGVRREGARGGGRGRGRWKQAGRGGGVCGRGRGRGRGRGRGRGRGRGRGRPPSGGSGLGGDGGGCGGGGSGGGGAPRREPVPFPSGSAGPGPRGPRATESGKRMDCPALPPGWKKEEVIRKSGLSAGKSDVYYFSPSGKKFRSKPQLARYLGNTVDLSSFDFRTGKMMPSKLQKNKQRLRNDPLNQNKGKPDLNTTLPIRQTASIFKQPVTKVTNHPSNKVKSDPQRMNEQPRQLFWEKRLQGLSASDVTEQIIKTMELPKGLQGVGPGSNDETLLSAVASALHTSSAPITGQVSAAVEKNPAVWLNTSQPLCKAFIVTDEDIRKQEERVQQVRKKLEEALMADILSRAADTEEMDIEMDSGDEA
hgDAF-12 ag: agonists of H. glycines DAF-12 nuclear receptor | HEK293 GAL4-hgDAF12 UAS-luciferase reporter, agonist luminescence; normalized to butyrate control | activation, % at 6.8 µM | actives 1.8% (n = 370,000) | AID 687014;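 active = activation above a cutoff set at the mean of all screened compounds plus 3 SD, cut at about 10% in these data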;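 also: 0% = DMSO wells and 100% = sodium butyrate wells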
ADAM17 inh: inhibitors of human ADAM17; actives 0.83% (n = 370,000); recombinant ADAM17, EDANS/DABCYL FRET peptide cleavage; inhibition, % at 6.95 µM; P78536; AID 720648;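 active = inhibition above the mean of compounds lying between control limits plus 3 SD, set per campaign, cut at about 8.5% in these data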;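 also: 0% = DMSO-only wells as the low control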
SMARCA2 act: SMARCA2 function activation, primary screen. MG213 cells, MMTV-luciferase reporter, dexamethasone, overnight. activation, % at 9.1 µM. actives 1% (n = 370,000); in the data active = activation above about 7.8%;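 also: 0% = vehicle wells and 100% = reference activator wells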
ssDAF-12 act: S. stercoralis DAF-12 activation, primary screen; actives 1% (n = 370,000); activation, % at 6.8 µM; HEK293 ssDAF-12/GRIP1 lit1-tk-luc reporter, luminescence; % of 3 µM dafachronic acid response;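 active = activation above the mean over all tested compounds plus 3 SD, cut at about 0.9% in these data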;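 also: 0% = DMSO-only wells and 100% = 3 µM delta7-dafachronic acid wells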
PLCb3 inh: blocks human PLC-beta3 enzyme activity | Q01970 | Purified PLC-beta3, fluorogenic substrate, fluorescence | inhibition, % at 12.2 µM | actives 0.18% (n = 370,000); in the data active = inhibition above about 11%;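 also: 0% = median of compound wells on plate and 100% = full blocker control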
PLC-gamma1 inh: inhibitors of human phospholipase C gamma1. actives 0.84% (n = 370,000). purified PLC-gamma1, fluorogenic substrate, fluorescence. P19174. inhibition, % at 12.2 µM; in the data active = inhibition above about 9.5%
DAX1 inh-1: NR0B1 (DAX1) inhibition; HEK293 Gal4-DAX1 luciferase reporter, luminescence; P51843; AID 504766; actives 0.99% (n = 340,000); inhibition, % at 6.75 µM;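 active = inhibition above the mean over all tested compounds plus 3 SD, cut at about 4.2% in these data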;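 also: 0% = DAX1-transfected cells with DMSO and 100% = empty-vector control cells with DMSO; inhibition shows as a rise in luminescence from relieved DAX1 repression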
Target sequence (P51843 207-470 limits assumed): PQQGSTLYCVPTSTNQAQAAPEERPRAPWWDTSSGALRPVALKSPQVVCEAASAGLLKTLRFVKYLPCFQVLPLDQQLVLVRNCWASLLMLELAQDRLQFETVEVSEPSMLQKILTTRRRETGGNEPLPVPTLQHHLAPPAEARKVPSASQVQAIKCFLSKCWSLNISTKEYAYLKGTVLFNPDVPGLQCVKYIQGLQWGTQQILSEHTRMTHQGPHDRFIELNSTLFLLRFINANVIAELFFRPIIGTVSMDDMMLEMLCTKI
Rev-erbA mod: modulates human Rev-erb alpha binding to DNA; Rev-erbα–FITC-DNA binding, fluorescence polarization, 90 min; activity, % at 10 µM; actives 0.79% (n = 370,000);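 active = activity above about 14%, limit read from the data; passing the limit was not always enough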;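 also: 0% = DMSO wells with 35 nM protein and 100% = DMSO wells with 750 nM protein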
DAX1 inh-2: inhibitors of DAX1 repression of SF-1 activated StAR promoter; HEK293T StAR-luciferase reporter, SF-1/DAX-1 repression relief; inhibition, % at 6.8 µM; actives 1.1% (n = 370,000); AID 652010;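 active = inhibition above the mean over all tested compounds plus 3 SD, cut at about 3.6% in these data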;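 also: 0% = DAX-1 cells with DMSO and 100% = cells lacking DAX-1 with DMSO; higher inhibition means more luminescence from relief of DAX-1 repression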
Starred values were filed as active, the others as inactive; . = not tested or not shown.

SMILES | hcDAF12 agonist | MBD2 inh | hgDAF-12 ag | ADAM17 inh | SMARCA2 act | ssDAF-12 act | PLCb3 inh | PLC-gamma1 inh | DAX1 inh-1 | Rev-erbA mod | DAX1 inh-2
COc1cccc(/C=N/NC(=O)CNC(=O)c2cccs2)c1O | -1.2 | 0 | -3.9 | -9 | -3 | -1.4 | -74 | -45 | -1.2 | -4 | -0.7
NNC(=O)c1cc(C23CC4CC(CC(C4)C2)C3)[nH]n1 | 3.5 | 0 | -2.8 | 4 | -2 | -1.2 | -2 | 7 | -0.3 | 1 | -0.1
COc1ccc(-c2nn(-c3ccccc3)cc2C(=O)Nc2nc(CC(C)=O)ns2)cc1 | -1.0 | -5 | 0.3 | -4 | -1 | -1.0 | -28 | -19 | 0.7 | 6 | -1.0
Oc1cccnc1CN1CCOCC1 | -0.3 | -7 | 1.7 | 0 | -3 | -1.0 | -4 | 1 | 0.2 | 3 | 0.9
CC(C)(C)NS(=O)(=O)c1ccc(CCC(=O)Nc2ccc3c(c2)OCCO3)cc1 | -0.8 | -9 | -5.1 | 0 | -2 | -1.5 | 1 | 1 | -1.8 | -6 | -0.7
CCCCNc1ncnc2c1cnn2-c1ccc(Cl)cc1 | 1.5 | 0 | 16* | 2 | 10* | 0.4 | 4 | 3 | -1.4 | -1 | 1.2
O=C(Nc1ccc2nc(-c3cccs3)c(-c3cccs3)nc2c1)N1CCOCC1 | -2.2 | 3 | -3.3 | -68 | 2 | -2.2 | -397 | -264 | -1.1 | 7 | -2.9
CCC(=O)Nc1ccc(N2CCN(Cc3ccccc3)CC2)cc1 | 0.5 | 1 | -0.5 | -5 | 0 | -1.1 | -2 | 5 | 0.3 | -1 | 1.1
COC(=O)C(C)Sc1nc2c(c(=O)n1-c1ccccc1)SCC2 (stereo not drawn) | -1.3 | 3 | -0.6 | -2 | -1 | -1.0 | 1 | 3 | 1.7 | 3 | -0.3
O=C(N/N=C/c1ccc([N+](=O)[O-])o1)c1cn(-c2ccccc2)nc1-c1ccc(F)cc1 | -2.1 | 5 | -1.7 | -1 | -2 | -1.1 | -7 | -2 | . | -6 | -0.5
CN(CCc1ccccc1)C(=O)CC1C(=O)NCCN1Cc1ccccn1 (stereo not drawn) | 2.0 | -2 | 1.8 | -15 | -7 | -0.8 | -30 | -18 | 2.0 | -5 | 0.4
CCOc1cc(NC(=O)C2CCCO2)c(OCC)cc1NC(=O)C1CC1 (stereo not drawn) | -0.6 | -3 | -3.2 | -1 | -1 | -1.7 | 2 | 2 | -1.2 | -4 | -0.6

Full records from above. Order of values: hcDAF12 agonist | MBD2 inh | hgDAF-12 ag | ADAM17 inh | SMARCA2 act | ssDAF-12 act | PLCb3 inh | PLC-gamma1 inh | DAX1 inh-1 | Rev-erbA mod | DAX1 inh-2
O=C(N/N=C/c1ccc([N+](=O)[O-])o1)c1cn(-c2ccccc2)nc1-c1ccc(F)cc1 as listed: -2.1 | 5 | -1.7 | -1 | -2 | -1.1 | -7 | -2 | . | -6 | -0.5
NNC(=O)c1cc(C23CC4CC(CC(C4)C2)C3)[nH]n1 as listed: 3.5 | 0 | -2.8 | 4 | -2 | -1.2 | -2 | 7 | -0.3 | 1 | -0.1
CN(CCc1ccccc1)C(=O)CC1C(=O)NCCN1Cc1ccccn1 (stereo not drawn) as listed: 2.0 | -2 | 1.8 | -15 | -7 | -0.8 | -30 | -18 | 2.0 | -5 | 0.4
Oc1cccnc1CN1CCOCC1 as listed: -0.3 | -7 | 1.7 | 0 | -3 | -1.0 | -4 | 1 | 0.2 | 3 | 0.9

Two entries from above, with values under each structure:
The line under a structure holds: hcDAF12 agonist	MBD2 inh	hgDAF-12 ag	ADAM17 inh	SMARCA2 act	ssDAF-12 act	PLCb3 inh	PLC-gamma1 inh	DAX1 inh-1	Rev-erbA mod	DAX1 inh-2
NNC(=O)c1cc(C23CC4CC(CC(C4)C2)C3)[nH]n1
→ 3.5	0	-2.8	4	-2	-1.2	-2	7	-0.3	1	-0.1
COC(=O)C(C)Sc1nc2c(c(=O)n1-c1ccccc1)SCC2 (stereo not drawn)
→ -1.3	3	-0.6	-2	-1	-1.0	1	3	1.7	3	-0.3

Other compounds.
SMILES | hcDAF12 agonist | MBD2 inh | hgDAF-12 ag | ADAM17 inh | SMARCA2 act | ssDAF-12 act | PLCb3 inh | PLC-gamma1 inh | DAX1 inh-1 | Rev-erbA mod | DAX1 inh-2
O=C(COc1cccc(F)c1)Nc1nc(-c2cccnc2)cs1 | 1.7 | -5 | 2.8 | -3 | 0 | -1.2 | -23 | -13 | -1.1 | 4 | -1.0
Cc1ccc(NC(=O)C2CC(=O)N(C(C)c3ccccc3)C2)cc1 (stereo not drawn) | -0.7 | -4 | 0.4 | -1 | -2 | -1.5 | -3 | 1 | -0.6 | 3 | 0.0
CCN(CC)c1ccc(C=Nc2cc(C)cc(C)c2)c(O)c1 | -1.6 | 0 | -2.2 | 3 | -4 | -1.2 | -50 | -41 | -0.5 | 3 | 0.1
c1ccc2c(Nc3nc(N4CCOCC4)c4ccccc4n3)cccc2c1 | -1.0 | -5 | -1.1 | -4 | -1 | -2.5 | -81 | -61 | -2.5 | 5 | -2.0
Cc1ccc(S(=O)(=O)Nc2ccc(C(OC(=O)c3ccccc3[N+](=O)[O-])(C(F)(F)F)C(F)(F)F)cc2)cc1 | -0.4 | 0 | -0.2 | 10* | 3 | -1.7 | 8 | 3 | -1.7 | 1 | -0.9
COc1ccc(CNC(=O)COC(=O)C2CC2C)cc1OC (stereo not drawn) | 0.7 | -1 | 1.9 | -3 | -3 | 0.3 | -10 | -3 | 2.1 | -4 | 0.0
CC(=O)c1cccc(NS(=O)(=O)c2cc(-c3cnc(C4CC4)o3)ccc2C)c1 | -2.2 | 2 | -3.6 | 0 | -2 | -1.5 | -14 | -5 | 0.3 | 6 | 3.1
COc1cc2c(cc1OC)C(c1ccccc1)N(C(=O)c1cccc(S(C)(=O)=O)c1)CC2 (stereo not drawn) | -1.1 | 0 | 7.7 | 5 | 3 | -0.6 | -2 | 4 | 0.2 | 7 | 2.0
CC1CC(C)CN(c2nc3c(c(=O)n(C)c(=O)n3C)n2CCSc2ncccn2)C1 (stereo not drawn) | 1.1 | 5 | 0.5 | -4 | -1 | -1.2 | 1 | 2 | 1.2 | -4 | 0.4
O=C(Nc1nnc(SCC(=O)N2CCOCC2)s1)C1CC(=O)N(c2ccccc2)C1 (stereo not drawn) | 2.2 | -2 | 0.1 | -3 | -3 | -0.8 | -3 | 1 | -0.9 | 2 | -0.1
O=C(/C=C/Nc1ccccc1)c1ccccc1 | 6.5* | -7 | 11* | -4 | 5 | 0.7 | -5 | -5 | 2.5 | 0 | 3.8*
Cc1c(C(=O)NCc2ccco2)cccc1[N+](=O)[O-] | -2.6 | 4 | 0.1 | -3 | -3 | -1.1 | 2 | -1 | -0.7 | 1 | -0.8
CCn1c(SCC(=O)Nc2cc(OC)ccc2OC)nnc1C1CCCCC1 | 0.0 | 2 | -0.5 | -1 | 1 | -1.5 | 4 | 2 | -0.4 | 5 | 0.2
Cc1cccc(CN2CCN(c3nc4nonc4nc3NC3CC3)CC2=O)c1 | 1.4 | 0 | 1.6 | -3 | 0 | -0.8 | -1 | 0 | 2.0 | -7 | -0.3
CCOC(=O)Nc1cccc(Cl)c1C | 0.1 | 2 | 1.1 | -2 | -2 | -1.0 | 1 | 1 | 2.7 | 1 | 0.8
CC(=O)N1CCOc2ccc(S(=O)(=O)N3CCC(C(=O)Nc4cc(C)ccc4C)CC3)cc21 | -2.3 | 5 | -2.9 | -5 | -1 | -1.5 | -8 | -4 | -0.5 | -4 | -0.7
Cc1ccc(CNC(=O)C2CCN(S(=O)(=O)c3cccs3)CC2)cc1 | -0.9 | 2 | -0.9 | -2 | -3 | -0.8 | -3 | -1 | -0.5 | 4 | -0.3
COCC(=O)N(C)C1(c2nnnn2CCOC(=O)Nc2ccc(Cl)cc2)CCCC1 | -1.1 | -2 | -0.9 | -3 | -3 | -1.6 | -1 | 2 | -0.4 | -2 | 0.3
COc1cc(OC)cc(-c2nnc(NC(=O)Cc3ccc(F)cc3)o2)c1 | -0.6 | -5 | -2.3 | -3 | 1 | -1.0 | 0 | -2 | 0.1 | -1 | 0.0
COc1ccc(C2(CNC(=O)c3ccc(OC)c([N+](=O)[O-])c3)CCOCC2)cc1OC | -0.9 | 2 | -1.0 | 1 | -2 | -1.5 | 4 | 3 | 1.0 | -1 | -1.1
Cc1nn(-c2ccccc2)c(Cl)c1/C=N/NC(=O)c1ccnn1C | 3.3 | -6 | 7.5 | 1 | 6 | -0.5 | -3 | 2 | 0.7 | 6 | 7.2*
COc1ccc(CNC(=O)CN(C2CCCCC2)S(C)(=O)=O)cc1 | -0.2 | 1 | 2.2 | 1 | 3 | -0.9 | 6 | -2 | -0.9 | -5 | -0.3
Cc1ccc(N2C(=O)c3ccccc3C2Nc2ccccc2)nc1 (stereo not drawn) | 3.3 | -1 | 9.6 | -4 | 5 | 0.2 | 3 | 1 | 3.0 | -9 | 2.4
O=C(O)CCCC(=O)Nc1ccccc1Br | -0.9 | 3 | 1.4 | -3 | 3 | -1.2 | 1 | 0 | -0.3 | -8 | -0.1
Cc1cccc(-n2c(CCc3ccccc3)nnc2SCC(=O)c2ccccc2)c1 | -2.1 | -1 | -2.9 | 3 | -2 | -1.9 | -2 | 1 | -1.7 | 2 | -0.7
COc1ccc(CNC(=O)O[C@]23C[C@H]4C(=O)N(c5ccccc5)C(=O)[C@H]4C[C@@]2(O)CN(S(=O)(=O)c2ccc(C)cc2)C3)cc1OC | -0.9 | 1 | -0.8 | 1 | -1 | -0.9 | 3 | 1 | 0.9 | -10 | -1.1
COc1ccccc1-c1c(C)nn2c(N3CCN(Cc4ccccc4)CC3)cc(C)nc12 | -2.9 | -6 | -1.3 | -2 | -2 | -1.4 | -80 | -61 | -0.6 | -2 | -1.5
COc1ccc(C(=O)Nc2c(C(C)(C)C)nn(C)c2C(C)(C)C)cc1 | -0.9 | -3 | -0.4 | -1 | 2 | -1.5 | -3 | 0 | -0.5 | 0 | 0.1
O=C(Nc1ccc(N2CCOCC2)cc1)c1cc2c(s1)CCCC2 | -1.3 | -2 | 1.4 | 6 | 6 | -1.4 | -6 | -3 | 0.3 | -2 | 0.2
COc1ccccc1NS(=O)(=O)c1cccc(C(=O)N/N=C/c2ccc(NC(C)=O)cc2)c1 | -1.2 | -3 | 1.2 | -70 | 2 | -1.8 | -49 | -30 | 0.7 | -7 | 0.2
CCOC(=O)c1ccc(NC(=O)CSc2nnc(Cn3c(=O)sc4ccccc43)n2C)cc1 | 1.2 | -7 | 2.0 | 0 | 0 | -0.1 | 2 | 2 | 3.5 | 4 | 0.8
O=C1NC(Cc2c[nH]c3ccccc23)C(=O)N1Cc1cccc2ccccc12 (stereo not drawn) | -1.1 | 1 | 1.7 | 0 | -4 | -0.8 | 2 | 0 | -1.8 | 1 | -0.9
O=C(O)CCn1c(SCc2cc(=O)n3ccccc3n2)nc2ccsc2c1=O | -0.5 | 2 | -3.5 | -15 | 3 | -0.9 | -53 | -42 | 0.4 | -1 | -0.2
N#Cc1nc(Cc2ccccc2)oc1NCCN1CCOCC1 | 1.3 | -2 | -1.0 | -1 | -1 | -1.4 | 1 | 0 | 1.1 | 1 | 0.8
